LMPTP inh = LMPTP phosphatase inhibitors, primary screen, biochemical, fluorescence intensity, uHTS. Low molecular weight phosphotyrosine protein phosphatase (Homo sapiens), P24666. recombinant LMPTP-A, OMFP fluorogenic substrate. inhibition, % at 20 µM. hit rate 0.22% among 360,000;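 active = compounds that cut the enzyme signal by at least half of the control window in the single-dose screen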;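 also: plate controls were DMSO wells with enzyme plus substrate for no effect and substrate without enzyme for full effect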
Target sequence (P24666 whole entry, looked up): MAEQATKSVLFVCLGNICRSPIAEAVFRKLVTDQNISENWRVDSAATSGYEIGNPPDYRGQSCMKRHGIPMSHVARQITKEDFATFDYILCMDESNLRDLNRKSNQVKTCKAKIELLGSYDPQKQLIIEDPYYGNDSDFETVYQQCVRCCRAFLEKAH
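Test system: LMPTP-A phosphatase enzyme. Amount: LMPTP-A at 0.625 nM final in the reaction. Reagent: OMFP substrate, 400 µM final. Times: 50 min at room temperature. Signal: endpoint fluorescence intensity from OMFP dephosphorylation. Read-out basis: % inhibition. Benchmarks: no-enzyme and uninhibited controls.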
DNMT1 block = human DNMT1 methyltransferase inhibitors, primary screen, biochemical, molecular beacon, fluorescence, HinP1I cleavage, uHTS; DNA (cytosine-5)-methyltransferase 1 (Homo sapiens), P26358; inhibition (reported as % activation of signal), % at 10 µM; hit rate 0.83% among 360,000; in the data active = inhibition above about 50%
SKN-1 inh = suppressors of acrylamide-induced Pgst-4::GFP reporter in worms, primary screen, SKN-1 inhibitor project, whole organism, uHTS, GFP/RFP fluorescence ratio, strain VP596. hit rate 0.49% among 360,000. inhibition, % at 21.8 µM. C. elegans VP596 Pgst-4::GFP/RFP ratio, 24 h;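 active = interference check ratio from 0.5 to 1.5 plus GFP to RFP signal ratio inhibition reaching or exceeding a fixed threshold, cut at about 30% in these data, passing the limit was not always enough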; also: some compounds called inactive have numbers as strong as hits
MT1-MMP act inh = blockers of MT1-MMP proenzyme processing, primary screen, HT1080 RFP-PRO-GFP cells, GFP/RFP fluorescence; Matrix metalloproteinase-14 (Homo sapiens), P50281; GFP/RFP ratio fluorescence, overnight; percent of plate control window, DMSO zero; GFP/RFP ratio change, % at 20 µM; hit rate 0.061% among 360,000;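 active = GFP/RFP ratio change of at least 30% with cell ATP level not reduced by more than half and red fluorescence within 50% of control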; also: strong numbers were not always called active
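Read-out: GFP/RFP fluorescence ratio; Test system: RFP-PRO-GFP reporter HT1080 cells; Compound dosing: single-point 20 µM compound, 1% DMSO; Times: overnight compound exposure at 37 °C.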
CendR NRP1 mod = modulators of CendR peptide binding to NRP-1, primary screen, biochemical, fluorescence polarization, uHTS | inhibition, % at 25 µM | AID 602438, 2012 | hit rate 0.85% among 360,000 | FAM-RPARPAR peptide binding to NRP-1 | Neuropilin-1 (Homo sapiens), O14786;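 active = inhibition or corrected inhibition above about 18%, plus a signal ratio from 0.5 to 1.5, limit read from the data, passing the limit was not always enough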; also: strong numbers were not always called active
SUMO1 PPI mod = modulators of SUMO1 protein-protein interactions, primary screen, biochemical, uHTS; Small ubiquitin-related modifier 1 (Homo sapiens), P63165; SUMO1 binding to a labelled peptide, TR-FRET, 1 h; inhibition, % at 20 µM; hit rate 0.33% among 360,000; AID 602429, 2012; in the data active = inhibition above about 37%
Target sequence (P63165 whole entry, looked up): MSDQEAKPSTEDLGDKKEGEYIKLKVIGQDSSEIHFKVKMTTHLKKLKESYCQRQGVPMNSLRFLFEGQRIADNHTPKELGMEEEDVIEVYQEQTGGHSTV
NadD inh = inhibitors of S. aureus NadD, primary screen, biochemical, colorimetric, uHTS; Nicotinate-nucleotide adenylyltransferase NadD (Staphylococcus aureus N315); purified NadD enzyme, colorimetric absorbance read-out; hit rate 0.78% among 360,000; inhibition, % at 20 µM; AID 602399, 2012; in the data active = inhibition above about 26%; also: some compounds past the cut are filed as inactive
Scp1 inh = Scp-1 phosphatase inhibitors, primary screen, biochemical, colorimetric, uHTS | Recombinant Scp1, phosphopeptide, malachite green phosphate absorbance | Carboxy-terminal domain RNA polymerase II polypeptide A small phosphatase 1 (Homo … | hit rate 0.88% among 340,000 | AID 493091, 2011 | inhibition, % at 20 µM;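 active = inhibition above about 50% at 20 µM, limit read from the data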;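 also: plate controls were DMSO wells with enzyme for no effect and wells lacking enzyme for full effect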
Target sequence (Q9GZU7 76-261 limits assumed): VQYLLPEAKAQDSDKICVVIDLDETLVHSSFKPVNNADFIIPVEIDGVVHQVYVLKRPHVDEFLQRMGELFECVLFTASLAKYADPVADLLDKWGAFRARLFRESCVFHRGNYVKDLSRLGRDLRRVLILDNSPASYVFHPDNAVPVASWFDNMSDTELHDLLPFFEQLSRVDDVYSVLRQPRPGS
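Assay system: SCP-1 catalytic fragment, aa 76-261 | Buffer or medium: Tris acetate buffer pH 5.5 with MgCl2 and Tween-20 | Compound: One concentration, 20 µM, with 1.0% DMSO | Also added: Phospho 17-mer peptide substrate | Signal: Absorbance at 630 nm | Incubation: 45 min enzyme reaction at room temperature | Measure: % inhibition of SCP-1 phosphate liberation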
STEP block = STEP phosphatase inhibitors, primary screen, biochemical, fluorescence intensity, uHTS. recombinant STEP, OMFP fluorogenic substrate. inhibition, % at 20 µM. Tyrosine-protein phosphatase non-receptor type 5 (Homo sapiens), P54829. hit rate 0.25% among 360,000;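 active = inhibition at 20 µM, scaled per plate between control wells, above about 37%, limit read from the data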;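 also: 0% = DMSO with enzyme and substrate and 100% = substrate only without enzyme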
Target sequence (P54829 whole entry, looked up): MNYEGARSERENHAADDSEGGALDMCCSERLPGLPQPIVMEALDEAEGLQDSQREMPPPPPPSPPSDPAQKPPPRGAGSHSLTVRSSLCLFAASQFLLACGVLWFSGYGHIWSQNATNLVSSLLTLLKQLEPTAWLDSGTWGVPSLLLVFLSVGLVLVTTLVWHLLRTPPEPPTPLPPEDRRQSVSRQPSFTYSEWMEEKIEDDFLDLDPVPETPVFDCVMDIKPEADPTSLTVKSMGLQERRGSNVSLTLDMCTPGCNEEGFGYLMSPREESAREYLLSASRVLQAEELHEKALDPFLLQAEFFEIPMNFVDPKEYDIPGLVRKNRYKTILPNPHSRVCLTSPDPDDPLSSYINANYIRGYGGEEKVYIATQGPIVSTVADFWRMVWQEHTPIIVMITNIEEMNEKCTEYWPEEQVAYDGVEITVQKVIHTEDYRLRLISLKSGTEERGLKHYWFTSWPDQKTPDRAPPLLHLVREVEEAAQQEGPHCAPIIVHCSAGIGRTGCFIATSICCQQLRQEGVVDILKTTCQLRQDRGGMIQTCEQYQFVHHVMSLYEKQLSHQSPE
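Material: STEP (striatal-enriched tyrosine phosphatase) enzyme, cell-free; Compound dosing: 20 µM single dose in 1% DMSO; Technique: fluorescence read at 480 nm ex / 540 nm em; Times: reaction 20 min, ambient temperature; Medium: 50 mM Bis-Tris pH 6.0 with 2.5 mM DTT and 0.005% Tween 20; Also added: OMFP at 25 µM.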
Rpn11 inh = Rpn11 (PSMD14) deubiquitinase inhibitors, primary screen, biochemical, fluorescence polarization, uHTS; 26S proteasome non-ATPase regulatory subunit 14 (Homo sapiens), O00487; human 26S proteasome, Ub4-pepOG fluorescence polarization; 20S core pre-blocked with epoxomicin; calls only at 20 µM; hit rate 0.59% among 360,000; AID 588493, 2011;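 active = inhibition at 20 µM, scaled to each plate's controls, above about 33%, limit read from the data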
Starred values were filed as active, the others as inactive; i = inactive; · = no result given; + = active, no number.

canonical_smiles	LMPTP inh	DNMT1 block	SKN-1 inh	MT1-MMP act inh	CendR NRP1 mod	SUMO1 PPI mod	NadD inh	Scp1 inh	STEP block	Rpn11 inh
CCOC(=O)CN1CC23C=CC(O2)C(C(=O)NC2CCCC2)C3C1=O (stereo not drawn)	-2.2	2	7	-1	0	3	-2	11	0	i
CCOC(=O)c1[nH]cnc1C(=O)NCc1ccccc1	-1.8	1	-12	1	3	5	-1	-8	-1	i
Cc1ccc(NC(=O)c2ncn(CC(=O)NCc3ccc4[nH]ccc4c3)n2)cc1C	-0.6	-4	-7	-2	-2	4	0	1	2	i
CCOc1cc(-c2noc(N)c2C(=O)OC)cc(OCC)c1OCC	0.5	0	8	6	7	0	-4	-4	-5	i
CCN1CCN(C(=O)C2CCN(C(=O)Nc3ccccc3)CC2)CC1	-2.5	10	11	2	5	2	-6	-8	1	i
CCCc1nc2cc(Cl)c([N+](=O)[O-])cc2o1	-0.4	2	17	0	-4	-17	-5	-14	-4	i
O=C(O)COc1ccccc1/C=N/NC(=O)CSc1nnc(SCc2ccccc2)s1	-0.1	2	2	6	-2	-4	8	29	2	i
NC(=O)c1c[nH]c2ccccc12	1.0	-5	1	1	1	1	8	12	-2	i
C/C=C/C(=O)OCC(=O)Nc1ccc(OC)c(Cl)c1	2.7	6	-9	-4	2	1	3	2	-3	i
O=C(N/N=C/c1c(O)ccc2ccccc12)c1ccc(Br)o1	64*	41	0	-81	-82	27	7	99*	77*	i
O=C(CSc1nccn1-c1cccc(Cl)c1)NO	-1.2	0	-2	1	-7	11	0	-12	-2	i
CCC/C(=N\NC(=O)c1csc(C)c1C)c1cccs1	0.2	0	25	-2	8	-1	-2	-2	-8	i
Cc1nn(C(=O)c2cccc([N+](=O)[O-])c2)c(C)c1Sc1ccccc1	-4.7	4	-10	-6	10	-14	8	-9	-1	i
CCSc1nnc(CNc2ccc(C)cc2)n1C	-1.1	1	5	1	-2	-2	-4	-7	-4	i
Cn1c(=O)c2cc(NC(=O)NCCc3ccccc3)ccc2n1Cc1ccccc1	-2.2	69*	24	3	-16	5	-3	·	2	i
CC(NC(=O)COC(=O)c1ccc2c(c1)OCO2)c1ccccc1 (stereo not drawn)	-2.3	1	2	5	-17	0	-4	-11	-1	i
O=C(Nc1cccc(C(=O)NC2CCCC2)c1)c1ccccc1	0.3	-1	11	-1	9	2	0	-5	-1	i
Cc1cc(C)n2nc(SCC(=O)c3c(N)n(CC(C)C)c(=O)n(C)c3=O)nc2n1	-0.8	1	3	2	6	7	-2	-2	0	i
CC(C)(C)CC(=O)N1CCN(c2ccc(S(=O)(=O)N3CCOCC3)cc2[N+](=O)[O-])CC1	0.1	0	-8	3	-1	-20	0	-5	1	i
Cc1cnc(C(=O)OCC(=O)c2ccc(F)cc2)cn1	-0.6	0	-3	-1	14	1	-1	-5	0	i
CCN(CC)S(=O)(=O)c1ccc(Cl)c(C(=O)N2CCc3ccccc32)c1	0.0	-3	31	-2	-10	1	-6	-3	1	i
CN(C)C(CNC(=O)CCCN1C(=O)c2cccc3cccc(c23)C1=O)c1ccccc1 (stereo not drawn)	0.6	8	3	-3	5	-31	-7	-10	0	i
Cc1cc(C=O)c(C)n1-c1ccc(N2CCOCC2)cc1	-0.2	-1	19	2	6	2	8	1	1	i
Cc1nc2ccc(NC(=O)N3CCOCC3)cc2nc1C	1.5	4	-3	-7	-6	-2	-8	-1	0	i

Record cards, from the list above. Order of screens: LMPTP inh | DNMT1 block | SKN-1 inh | MT1-MMP act inh | CendR NRP1 mod | SUMO1 PPI mod | NadD inh | Scp1 inh | STEP block | Rpn11 inh
`Cc1cnc(C(=O)OCC(=O)c2ccc(F)cc2)cn1` reads -0.6 | 0 | -3 | -1 | 14 | 1 | -1 | -5 | 0 | i
`CC(C)(C)CC(=O)N1CCN(c2ccc(S(=O)(=O)N3CCOCC3)cc2[N+](=O)[O-])CC1` reads 0.1 | 0 | -8 | 3 | -1 | -20 | 0 | -5 | 1 | i
`Cc1nc2ccc(NC(=O)N3CCOCC3)cc2nc1C` reads 1.5 | 4 | -3 | -7 | -6 | -2 | -8 | -1 | 0 | i

Next compounds
canonical_smiles	LMPTP inh	DNMT1 block	SKN-1 inh	MT1-MMP act inh	CendR NRP1 mod	SUMO1 PPI mod	NadD inh	Scp1 inh	STEP block	Rpn11 inh
COc1cccc(C(=O)N2CCN(C(=O)c3cccs3)CC2)c1OC	1.4	0	-15	6	13	2	3	-9	0	i
CCN(CC)C(=O)CSc1nc2ccc(NC(=O)CSc3nnc(COc4ccccc4C)n3C)cc2s1	-0.5	-7	-1	-5	6	4	14	1	1	i
N#CC1=C(N)Oc2cc(N)ccc2C1c1cc(Br)cs1 (stereo not drawn)	11	-17	-8	-86	-39	-13	1	6	-2	+
CN(C(=O)COC(=O)CNC(=O)c1ccc2ccccc2c1)c1c(N)n(Cc2ccccc2)c(=O)[nH]c1=O	0.4	0	1	-2	16	-9	6	-8	0	i
CC(=O)c1cccc(-c2cnc3c(NC=O)cc(-c4ccc(N5CCN(C)CC5)cc4)cn23)c1	3.8	-10	-8	-10	-24	-58	8	·	3	i
Cc1cc(C)cc(OCC(=O)NNC(=O)CC(C)c2ccccc2)c1 (stereo not drawn)	-1.3	-1	-10	-1	2	1	-1	·	3	i
COC(=O)c1cc(S(=O)(=O)NCC2CCN(Cc3cccc(F)c3)CC2)c[nH]1	-0.7	1	7	-2	8	-1	-8	-2	-2	i
O=C1c2ccccc2C(=O)N1c1cccnc1	-1.9	1	4	4	5	-8	6	-2	-1	i
COC(=O)c1ccc(CNC(=O)c2ccc3c(c2)S(=O)(=O)N=C2CCCCCN23)cc1	-0.5	-1	-4	1	-6	-1	2	-2	-3	i
COc1ccccc1CNC(=O)C1CCN(Cc2nc(-c3cccc(Cl)c3)oc2C)CC1	-2.0	-5	6	2	-8	0	3	-4	-4	i
CCOc1ccccc1NC(=O)CCS(=O)(=O)c1ccc(OC)cc1	-1.3	-2	4	0	8	1	-3	-4	-4	i
CCOC(=O)c1sc(NC(=O)Nc2ccc(Cl)cc2)nc1C	0.2	9	13	-3	14	0	11	-7	6	i
CCc1nc(N2CCN(Cc3ccc4c(c3)OCO4)CC2)c2oc3ccccc3c2n1	3.6	-3	15	-9	-9	3	-1	-2	3	i
Cn1c(SCC(=O)Nc2ccc3[nH]c(=O)[nH]c3c2)nnc1-c1ccccc1	0.6	-1	7	-2	7	3	-1	-2	-1	i
CC(C)(C)OC(=O)NCc1ccc(NC(=O)c2nc[nH]c2C(=O)NCCCCNC(=O)c2[nH]cnc2C(=O)Nc2ccc(CNC(=O)OC(C)(C)C)cc2)cc1	-3.5	61*	1	-13	-2	24	24	-4	-6	i
COc1ccc(-c2noc(CN3CCCCC3c3nccn3C)n2)cc1 (stereo not drawn)	-0.9	2	-8	2	-12	1	-3	-7	-2	i
O=C(CCNS(=O)(=O)c1ccccc1F)NCc1ccc2c(c1)OCO2	0.2	-3	18	-5	-20	3	-1	-9	-4	i
COc1ccc(S(=O)(=O)N2CCOC2CNC(=O)C(=O)NCCc2ccccc2OC)cc1C (stereo not drawn)	0.7	-3	-8	3	-2	5	-4	-7	4	i
C[C@@H](CSc1ccccc1)CN1CC[C@H](NC(=O)OCc2ccccc2)CCC1=O	-0.7	3	-28	6	-6	0	-3	-2	-2	i
CN(C)c1ccc(Nc2nc(N)c([N+](=O)[O-])c(N3CCOCC3)n2)cc1	3.7	-8	2	2	9	-17	9	0	-1	i
O=C(NCCN1CCOCC1)c1cnn2c(-c3ccccc3)cc(-c3ccccc3)nc12	0.2	2	-6	-8	-4	-13	0	-4	-1	i
Cc1csc(NC(=O)CCc2c(C)nc3cc(-c4ccc(Cl)cc4)nn3c2C)n1	1.0	-8	11	-4	8	5	6	-3	-2	i
Cc1cn([C@H]2C[C@H](O)[C@@H](CCC(=O)NCc3ccco3)O2)c(=O)[nH]c1=O	-0.5	6	-15	2	8	3	0	0	2	i
O=C(NCCN1CCOCC1)c1ccc(=O)oc1	-6.4	4	-3	-2	10	0	-3	3	-1	i
O=C(CN1CCCCC1)Nc1cc(Cl)ccc1Oc1ccccc1	0.3	6	-2	-7	4	-1	-6	-6	1	i
O=C(Cc1ccc(-n2c(=O)c3sccc3n(CC(=O)Nc3ccccc3)c2=O)cc1)NCc1ccco1	0.4	-1	9	3	-8	11	1	-5	0	i
CCN(CC(=O)Nc1cccc(OC)c1)C(=O)C1CC(=O)N(Cc2ccccc2Cl)C1 (stereo not drawn)	-2.6	4	-2	1	-13	4	-1	·	2	i
Cc1cc(C(=O)CSc2nc(N)cc(N)n2)c(C)n1-c1cccc(F)c1	1.7	0	0	9	-8	3	1	16	1	i
C[C@@H]1CN([C@@H](C)CO)C(=O)CCCn2nncc2CO[C@@H]1CN(C)S(=O)(=O)c1ccc(C#N)cc1	-0.1	-22	-1	-1	2	2	2	·	0	i
NC(=S)N/N=C/c1ccc([N+](=O)[O-])cc1	1.6	-5	1	4	-4	-33	-1	5	0	i
Cc1ccccc1NS(=O)(=O)c1nnc(NC(=O)c2ccccc2C)s1	0.8	5	5	-1	1	7	-6	-4	-1	i
O=C(CNC1CCCCC1)Nc1cccc(C(F)(F)F)c1	1.4	-1	-4	0	-12	2	-10	-8	-2	i
CC(=O)Nc1ccccc1OCC(=O)NC(C)c1ccccc1 (stereo not drawn)	0.1	-1	-1	3	0	4	3	-4	0	i

Source: PubChem BioAssay
